ELG1 repair inh = ELG1-dependent DNA repair inhibition. 2.3% of 330,000 active. Potency, µM (highest dose often 46.1 µM), for inactives: at the highest dose activity change, negative = inhibition, most hits filed as inhibitors. HEK293T ELG1-luciferase reporter, luminescence, 16 h; DNA damage induced by 5-fluorouridine. AID 504467; further: potency means the concentration at half of the fitted maximal effect; on the % scale 0 is the no-effect control and ±100 the full control effect; nearly all actives have a fitted effect of over 55% in size
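DMSO vehicle served as the neutral condition. Each well held 2,000 cells given 5-fluorouridine plus compound; after 16 hr at 37 °C/5% CO2, ONE-Glo was added and luciferase measured 30 min later.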
Tb PFK inh = blocks T. brucei phosphofructokinase | Potency, µM (top dose mostly 57.5 µM), for the others: at the top dose activity, negative = inhibition, usual class: inhibitors | T. brucei PFK, ADP-Glo luminescence | 0.17% of 330,000 active | O15648;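 further: potency means the concentration at half of the fitted maximal effect; 0% = uninhibited 1x PFK enzyme wells and -100% = no-enzyme wells; nearly all actives have a fitted effect of over 60% in size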
Target sequence (O15648 whole entry, looked up): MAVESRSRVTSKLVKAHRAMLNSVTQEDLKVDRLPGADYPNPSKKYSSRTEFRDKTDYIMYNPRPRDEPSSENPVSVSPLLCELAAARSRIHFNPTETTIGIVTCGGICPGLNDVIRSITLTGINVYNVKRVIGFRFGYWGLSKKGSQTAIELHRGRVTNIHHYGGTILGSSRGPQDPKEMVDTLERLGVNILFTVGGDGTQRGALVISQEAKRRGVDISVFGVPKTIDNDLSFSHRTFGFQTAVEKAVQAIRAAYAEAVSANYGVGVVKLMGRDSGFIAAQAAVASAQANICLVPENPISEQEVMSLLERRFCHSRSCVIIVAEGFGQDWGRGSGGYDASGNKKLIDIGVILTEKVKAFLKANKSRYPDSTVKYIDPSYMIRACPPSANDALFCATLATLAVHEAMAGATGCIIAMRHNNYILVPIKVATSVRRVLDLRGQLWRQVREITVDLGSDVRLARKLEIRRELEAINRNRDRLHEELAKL
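ADP-Glo luminescence quantified ADP after 45 min at room temperature, with 1.25 nM T. brucei PFK, 0.1 mM ATP and 0.5 mM fructose-6-phosphate in pH 8.0 TEA buffer. qHTS titrations up to 57 µM; curves classified by quality.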
NPC1 promoter act = activates the NPC1 promoter | Huh7 NPC1 promoter luciferase reporter, 24 h | Potency, µM (doses to about 9.22 µM), for inactives: top-dose activation, usual class: activators | 2.4% of 320,000 active | AID 485313;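 further: potency means the concentration at half of the fitted maximal effect; % of control where 0% means no effect; nearly all actives have a fitted effect of over 60% in size; reporter is driven by a mutant NPC1 promoter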
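Cells: Huh7 expressing luciferase under the NPC1 promoter, 1500/well. Seeded 2 h, compound added, incubated 24 h at 37 °C. Luciferase reagent, 10 min ambient, then luminescence.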
RORgamma inh = ROR gamma (mouse) transcription inhibition. P51450. Drosophila S2 Gal4-RORgamma UAS-luciferase reporter, 20 h. Potency, µM (series often up to 53.6 µM), for the others: at the highest dose activity change, negative = inhibition, usual class: inhibitors. 5.4% of 310,000 active. AID 2551; further: potency means the concentration at half of the fitted maximal effect; on the % scale 0 is the no-effect control and ±100 the full control effect; nearly all actives have a fitted effect of over 60% in size
Target sequence (P51450 whole entry, looked up, the tested form may be a part): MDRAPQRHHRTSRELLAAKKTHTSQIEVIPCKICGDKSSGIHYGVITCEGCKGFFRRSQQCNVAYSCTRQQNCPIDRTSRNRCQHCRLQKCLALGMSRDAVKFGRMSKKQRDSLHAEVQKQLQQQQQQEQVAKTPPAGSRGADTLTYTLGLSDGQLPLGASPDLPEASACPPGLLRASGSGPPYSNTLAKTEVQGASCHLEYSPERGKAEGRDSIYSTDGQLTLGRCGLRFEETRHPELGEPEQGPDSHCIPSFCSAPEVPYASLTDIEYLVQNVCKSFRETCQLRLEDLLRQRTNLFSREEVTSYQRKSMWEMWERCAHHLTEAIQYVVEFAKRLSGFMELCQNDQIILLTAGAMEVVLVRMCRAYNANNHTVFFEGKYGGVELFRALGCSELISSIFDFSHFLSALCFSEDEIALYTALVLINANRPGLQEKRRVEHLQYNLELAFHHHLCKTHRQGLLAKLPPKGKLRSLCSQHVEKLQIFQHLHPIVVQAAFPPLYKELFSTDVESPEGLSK
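Luminescence from a UAS-regulated Photinus luciferase reporter in stably transfected Drosophila Schneider cells is measured; decreased signal marks ROR gamma inhibition. Fusion expression is induced by 700 uM copper sulfate for 20 hr.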
Rab9 prom act = activates the Rab9 promoter; Potency, µM (titrated, usually from 9.22 µM), for the others: top-dose activation, negative = inhibition, most hits filed as activators; 2.8% of 320,000 active; Huh7 Rab9 promoter-luciferase reporter, luminescence, 24 h; further: potency means the concentration at half of the fitted maximal effect; % of control where 0% means no effect; nearly all actives have a fitted effect of over 60% in size
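Luciferase signal after 10 min detection reagent at ambient indicates Rab9 promoter upregulation; stably transfected Huh7 cells were treated 24 h with compound in DMSO at 37 °C, 5% CO2.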
VP16 counter = counter-screen for ROR gamma inhibitors: Gal4-VP16 reporter; Drosophila S2 Gal4-VP16 UAS-luciferase, luminescence, 20 h; 3.5% of 310,000 active; Potency, µM (top dose mostly 53.6 µM), for the others: top-dose activity, negative = inhibition, actives largely listed as inhibitors;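 further: Gal4-VP16 expression switched on by copper sulfate through the metallothionein promoter; potency means the concentration at half of the fitted maximal effect; on the % scale 0 is the no-effect control and ±100 the full control effect; nearly all actives have a fitted effect of over 50% in size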
ELG1 genotox = inducers of genotoxicity in HEK293T ELG1-luciferase cells; HEK293T ELG1-luciferase reporter, luminescence, 16 h; Potency, µM (titrated, usually from 46 µM), without a hit: top-dose activity change, positive = activation, most hits filed as activators; 1.3% of 330,000 active; further: potency means the concentration at half of the fitted maximal effect; % of control where 0% means no effect; nearly all actives have a fitted effect of over 60% in size
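Luminescence read-out: rising ELG1-luciferase signal, reflecting elevated ELG1 protein under genetic stress, flags genotoxic compounds. Cells were treated for 16 hr at 37 °C before ONE-Glo detection.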
p53 reactivator = mutant p53 re-activation in reporter cells. H1299 p53-A138V BP100-luciferase reporter, luminescence, 24 h. 0.063% of 320,000 active. Potency, µM (highest dose often 92.2 µM), for inactives: at the top dose activity change, positive = activation, usual class: activators; further: potency means the concentration at half of the fitted maximal effect; % of control where 0% means no effect; nearly all actives have a fitted effect of over 45% in size
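H1299 (p53-null), stable ts p53-A138V + BP100-Luc; 1000 cells/well, Opti-MEM/10% FBS; cpd 4 pt, 1:5; 24 h, 37 deg C, 5% CO2; detection reagent 10 min RT; luminescence.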
BRCA1 expr act = BRCA1 expression activation. MCF7-BRCA1-FFLuc reporter, luminescence, 48 h; response scale: scaled: vehicle 0%, 10 µM genistein 100%. AID 624202. 1.1% of 380,000 active. Potency, µM (highest dose often 46.1 µM), for the others: at the highest dose activation, actives largely listed as activators; further: potency means the concentration at half of the fitted maximal effect; nearly all actives have a fitted effect of over 80% in size; some results filed as inactive show a strong effect at the top dose
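Compounds are tested at multiple concentrations on MCF7 BRCA1-luciferase reporter cells seeded at 2000 per well; after 48 h, a single luminescence end-point is taken and curves fitted to the normalized data.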
FLuc counter = counter-screen for miR-21 project: firefly luciferase inhibitors or activators. purified FLuc, Km substrates, luminescence inhibition. AID 588342. P08659. Potency, µM (titrated, usually from 57.5 µM), for inactives: at the highest dose activity change, negative = inhibition, most hits filed as inhibitors. 6.9% of 360,000 active;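 further: potency means the concentration at half of the fitted maximal effect; plate controls were vehicle for no effect and reference inhibitor for full effect; nearly all actives have a fitted effect of over 55% in size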
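Biochemical qHTS of compounds, final roughly 60 µM downward over six points, against 10 nM purified firefly luciferase using Km concentrations of substrates (10 uM D-luciferin, 10 uM ATP) in Tris acetate pH 7.5 buffer; luminescence output.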
TRPV1 agonist = human TRPV1 agonism; Q8NER1; TRPV1-expressing cells, Fluo-8 calcium influx, agonist mode; activation, % at 8.33 µM; 0.19% of 320,000 active; AID 540275; in the data active means activation above about 80%; inconclusive means between about 30% and that limit; further: 0% is about no effect
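TRPV1-expressing cells were cultured overnight at 35.5C and loaded with Fluo-8 calcium dye for 40 to 90 min at room temperature. After a 10 s baseline, compound was added and calcium influx was read kinetically for 3 min (ex 480/em 520 nm).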
Active calls of the source: *; u = inconclusive; x = no result given; [ ] = another dose, or the depositor's remark. Unless noted, the call rests on the fitted dose curve; in most records, active means well fitted curve in the direction sought with a large enough effect; inconclusive means small, poorly fitted or top-dose-only effect, or another doubt; inactive means no such curve, though single readings can be large; an effect the other way counts as inactive or inconclusive.

The opening two entries, to show the layout:
SMILES	ELG1 repair inh	Tb PFK inh	NPC1 promoter act	RORgamma inh	Rab9 prom act	VP16 counter	ELG1 genotox	p53 reactivator	BRCA1 expr act	FLuc counter	TRPV1 agonist
CC1CC(C)CN(CCCNC(=O)c2ccc(CS(=O)(=O)Cc3cccc(Cl)c3)o2)C1 (centres undefined)	-4.1%	u	0.5%	-19.5%	-1.2%	-3.3%	2.2%	22.6%	-2.2%	4.4%	1.9
CCCS(=O)(=O)c1nc(S(=O)(=O)c2ccc(C)cc2)c(N2CCOCC2)s1	-0.8%	1.6%	-0.8%	2.4%	8.2%	1.5%	-3.8%	21.5%	-17.7%	5.9%	2.8

Main list, repeating the preview:
SMILES	ELG1 repair inh	Tb PFK inh	NPC1 promoter act	RORgamma inh	Rab9 prom act	VP16 counter	ELG1 genotox	p53 reactivator	BRCA1 expr act	FLuc counter	TRPV1 agonist
CC1CC(C)CN(CCCNC(=O)c2ccc(CS(=O)(=O)Cc3cccc(Cl)c3)o2)C1 (centres undefined)	-4.1%	u	0.5%	-19.5%	-1.2%	-3.3%	2.2%	22.6%	-2.2%	4.4%	1.9
CCCS(=O)(=O)c1nc(S(=O)(=O)c2ccc(C)cc2)c(N2CCOCC2)s1	-0.8%	1.6%	-0.8%	2.4%	8.2%	1.5%	-3.8%	21.5%	-17.7%	5.9%	2.8
O=C(CN1CCN(Cc2ccccc2)CC1)Nc1nnc(C(F)(F)F)s1	3.5%	-0.8%	2.3%	24.1%[1.91 µM]	-0.3%	-8.9%	-2.8%	7.2%	-9.3%	-1.8%	6.3
CCOc1ccc(S(=O)(=O)N(CC)CC(=O)N2CCOCC2)cc1C	2.5%	5.6%	-4.2%	10.2%	3.4%	0.9%	-3.9%	-4.1%	0.6%	2.3%	-2.0
CCn1c(SCC(=O)OC)nc2cc(S(=O)(=O)N3CCOCC3)ccc21	10.0%	2.5%	-3.8%	x	-4.0%	x	11.7%	1.7%	-1.9%	6.7%	6.8
O=C(Nc1nc(-c2ccc3c(c2)OCO3)cs1)C1CC1	u	0.7%	u	43.7%	3.55µM*	-4.2%	16.4µM*	u	4.47µM*	12µM*	23.4
C/C(Cc1ccccc1)=N\NC(=O)CNC(=O)c1ccccc1O	u	-4.8%	-6.5%	-0.3%	-6.7%	3.9%	1.1%	-3.7%	-13.7%	u	-1.2
COc1ccc2c(c1)OC[C@H]1[C@H]2N2C(=O)CN(Cc3ccc(F)cc3)C(=O)[C@@]2(C)[C@H]1c1ccccc1	-24.8%	11.1%	-1.0%	x	-5.0%	x	-6.6%	-14.4%	-22.6%	1.9%	-1.9
CN(C(=O)COC(=O)/C=C/c1cn(-c2ccccc2)nc1-c1ccc2c(c1)OCCO2)C1CCS(=O)(=O)C1 (centres undefined)	20.6µM*	-3.0%	-5.3%	28.4%	-8.0%	-1.0%	-11.0%	-4.8%	-19.8%	-7.5%	0.6
Cc1cnc(C(=O)OC(C)C(=O)Nc2ccc(Cl)cn2)cn1 (centres undefined)	0.8%	-0.7%	-1.9%	x	1.6%	x	-1.0%	4.5%	-1.6%	5.2%	0.9

Some of these compounds in order of count of non-hydrogen atoms, ascending.
SMILES	ELG1 repair inh	Tb PFK inh	NPC1 promoter act	RORgamma inh	Rab9 prom act	VP16 counter	ELG1 genotox	p53 reactivator	BRCA1 expr act	FLuc counter	TRPV1 agonist
O=C(Nc1nc(-c2ccc3c(c2)OCO3)cs1)C1CC1	u	0.7%	u	43.7%	3.55µM*	-4.2%	16.4µM*	u	4.47µM*	12µM*	23.4
Cc1cnc(C(=O)OC(C)C(=O)Nc2ccc(Cl)cn2)cn1 (centres undefined)	0.8%	-0.7%	-1.9%	x	1.6%	x	-1.0%	4.5%	-1.6%	5.2%	0.9
C/C(Cc1ccccc1)=N\NC(=O)CNC(=O)c1ccccc1O	u	-4.8%	-6.5%	-0.3%	-6.7%	3.9%	1.1%	-3.7%	-13.7%	u	-1.2
CCOc1ccc(S(=O)(=O)N(CC)CC(=O)N2CCOCC2)cc1C	2.5%	5.6%	-4.2%	10.2%	3.4%	0.9%	-3.9%	-4.1%	0.6%	2.3%	-2.0
CCn1c(SCC(=O)OC)nc2cc(S(=O)(=O)N3CCOCC3)ccc21	10.0%	2.5%	-3.8%	x	-4.0%	x	11.7%	1.7%	-1.9%	6.7%	6.8
CCCS(=O)(=O)c1nc(S(=O)(=O)c2ccc(C)cc2)c(N2CCOCC2)s1	-0.8%	1.6%	-0.8%	2.4%	8.2%	1.5%	-3.8%	21.5%	-17.7%	5.9%	2.8
CC1CC(C)CN(CCCNC(=O)c2ccc(CS(=O)(=O)Cc3cccc(Cl)c3)o2)C1 (centres undefined)	-4.1%	u	0.5%	-19.5%	-1.2%	-3.3%	2.2%	22.6%	-2.2%	4.4%	1.9
COc1ccc2c(c1)OC[C@H]1[C@H]2N2C(=O)CN(Cc3ccc(F)cc3)C(=O)[C@@]2(C)[C@H]1c1ccccc1	-24.8%	11.1%	-1.0%	x	-5.0%	x	-6.6%	-14.4%	-22.6%	1.9%	-1.9
CN(C(=O)COC(=O)/C=C/c1cn(-c2ccccc2)nc1-c1ccc2c(c1)OCCO2)C1CCS(=O)(=O)C1 (centres undefined)	20.6µM*	-3.0%	-5.3%	28.4%	-8.0%	-1.0%	-11.0%	-4.8%	-19.8%	-7.5%	0.6

More records.
SMILES	ELG1 repair inh	Tb PFK inh	NPC1 promoter act	RORgamma inh	Rab9 prom act	VP16 counter	ELG1 genotox	p53 reactivator	BRCA1 expr act	FLuc counter	TRPV1 agonist
O=C(OCC(=O)c1c[nH]c2ccccc12)c1cncc(Br)c1	u	-1.6%	x	x	x	x	0.7%	12.2%	-50.5%	x	x
Cc1c(-c2ccn[nH]2)cc(NC(=O)c2ccc(Cl)cc2)c(=O)n1N	-8.6%	0.7%	-4.1%	12.1%	2.6%	-0.2%	-0.6%	-1.3%	-35.8%	-8.0%	1.8
COc1cc2[nH]c(C(=O)N3CCC(Cc4ccccc4)CC3)cc2c(OC)c1OC	u	-5.6%	0.3%	8.7%	-7.4%	8.3%	-4.0%	-2.8%	-21.7%	23.9µM*	19.9
CCOc1ccc(C(=O)Nc2cccc(C(C)=O)c2)cc1[N+](=O)[O-]	5.2%	-13.8%	-4.8%	0.1%	-7.8%	10.6%	6.4%	-0.1%	-21.6%	2.2%	u
CCCC(=O)OC1CCS(=O)(=O)c2sccc21 (centres undefined)	5.6%	1.0%	-1.5%	-0.1%	-4.3%	1.0%	0.6%	-1.6%	2.4%	1.5%	0.3
CCOC(=O)C1CCN(S(=O)(=O)c2ccc(-c3nc4ccccc4s3)s2)CC1	u	3.0%	29.6%	-19.2%	17.1%	-1.7%	u	u	49.2%	21.3µM*	2.3
CN(C)C1(CN=Cc2cc(Cl)cc([N+](=O)[O-])c2O)CCCCC1	u	-2.8%	-3.1%	u	-3.6%	-8.0%	0.1%	7.0%	-37.4%	-1.3%	1.0
Cn1c(=O)c(Cc2ccccc2)c(O)c2ccccc21	-4.5%	3.0%	-3.2%	2.8%	-4.5%	4.0%	-1.4%	2.8%	-14.8%	6.3%	2.0
